Source: PubChem (several laboratories)
Dyrk1A ADPGlo – inhibitors of rat Dyrk1A kinase; Q63470; ADP-Glo luminescence, NFATc1 peptide; inhibition, % at 12.5 µM; 310,000 compounds, 0.43% hits; in the data active means inhibition above about 50%;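 further: plate controls were vehicle with enzyme for no effect and no enzyme for full effect; many of its hits are not listed in these tables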
KCNQ1 inh – blocks the human KCNQ1 potassium channel; CHO-K1 KCNQ1, FluxOR thallium flux fluorescence; hits give high values; 310,000 compounds, 1.3% hits; AID 2642; B-score at 10 µM;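 active means compounds whose thallium flux B-score, printed positive for inhibition, exceeds three library SD while starting fluorescence stays within three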;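 further: channel opened by potassium depolarization with thallium stimulus after 20 min compound exposure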
ANO1 block – blocks the mouse calcium-activated chloride channel TMEM16A. Q8BHY3. 310,000 compounds, 1.2% hits. HEK293 TMEM16A/YFP iodide influx fluorescence, ionomycin. AID 588511. normalized B-score (activity score, 25-100; higher = stronger inhibition) at 10 µM;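 active means ratio plate-corrected score three or more library SD toward inhibition, starting fluorescence score within five deviations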;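 further: score derived from kinetic fluorescence span divided by baseline fluorescence per well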
TMEM16A act – activates or potentiates the mouse TMEM16A chloride channel; Q8BHY3; HEK293 TMEM16A/YFP-H148Q/I152L, iodide quench fluorescence; hits give low values; 340,000 compounds, 0.3% hits; AID 623877; B-score at 10 µM;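 active means fluorescence-ratio B-score plate-corrected deviation score at least 3 library SD below zero, with starting fluorescence score within 5 deviations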;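 further: channel opened by trigger with iodide after compound preincubation; score built on the fluorescence ratio of max minus min over baseline; more negative score means more quench and so TMEM16A activation or potentiation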
hERG protect – compounds protecting human hERG from proarrhythmic drug block; CHO-hERG, FluxOR thallium flux, dofetilide IC70 present; 310,000 compounds, 0.51% hits; Q12809; activation (rescue from dofetilide block), less the hit threshold, % at 10 µM;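 active means activation above the mean of controls blocked by dofetilide plus 5 SD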;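 further: thallium influx through hERG after potassium depolarization seen as dye fluorescence rise; in these data hits start at about 4.7%; inactives centre near -7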
TRPC4 act – activators of mouse TRPC4 channel. Q9QUQ5. HEK293 TRPC4beta/mu-opioid, Fluo4 calcium fluorescence; hits give high values. B-score at 10 µM. 310,000 compounds, 0.49% hits. AID 2237;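 active means B-score above 5 SD of library B-scores, and initial fluorescence ratio not above library mean plus 5 SD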;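 further: positive B-score marks a calcium rise read as TRPC4 activation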
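Material: TRPC4beta and mu-opioid receptor HEK293 stable cells | Incubation: 45 min room-temperature Fluo4 loading, 110 s read | Detection: Kinetic Fluo4 calcium fluorescence | Measure: Integrated baseline-normalised fluorescence ratio, converted to per-well B score | Benchmarks: Low control buffer alone, high control maximal DAMGO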
KCNQ1 pot – human KCNQ1 channel potentiation or activation. P51787. CHO-K1 KCNQ1, thallium flux FluxOR fluorescence; hits give high values. B-score at 10 µM. 310,000 compounds, 0.35% hits;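 active means fluorescence ratio B-score, a plate-corrected score, at least three library SD, with initial intensity B-score within 5 SD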
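Material: CHO-K1 cells stably expressing KCNQ1. Medium: assay buffer for compound exposure, DMSO matched across wells. Reagent: K+/Tl+ depolarizing stimulus. Compound dosing: single-concentration screen. Times: 37 °C overnight plating, 90-min dark dye load, 20-min compound pretreatment. Technique: FluxOR Tl+ flux fluorescence.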
KCNK3 inh – human KCNK3 channel inhibition, primary screen; B-score at 10 µM; 340,000 compounds, 0.84% hits; O14649; CHO-KCNK3 thallium flux, FluxOR fluorescence; hits give low values;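 active means B-score under library mean minus 4 SD, starting fluorescence ratio at most library mean plus 5 SD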;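 further: more negative B-score means stronger inhibition of thallium flux through KCNK3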
Target sequence (O14649 whole entry, looked up): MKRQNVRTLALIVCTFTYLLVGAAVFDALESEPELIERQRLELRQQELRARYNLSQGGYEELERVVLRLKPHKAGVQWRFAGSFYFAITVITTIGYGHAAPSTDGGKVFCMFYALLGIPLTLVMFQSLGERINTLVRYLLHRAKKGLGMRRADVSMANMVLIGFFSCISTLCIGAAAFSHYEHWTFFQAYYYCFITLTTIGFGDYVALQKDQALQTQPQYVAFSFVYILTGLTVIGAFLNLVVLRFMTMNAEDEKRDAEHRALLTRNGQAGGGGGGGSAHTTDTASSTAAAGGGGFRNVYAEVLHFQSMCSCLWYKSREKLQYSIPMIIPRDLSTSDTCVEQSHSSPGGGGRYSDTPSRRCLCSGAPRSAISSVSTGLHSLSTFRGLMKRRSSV
KCNK9 block – inhibitors of human KCNK9 two-pore domain potassium channel; Q9NPC2; HEK293 KCNK9, FluxOR thallium flux fluorescence; hits give low values; B-score at 10 µM; 310,000 compounds, 1.2% hits; AID 488922;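 active means ratio B-score over 3 SD below the library mean, with starting fluorescence within 5 SD of its mean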;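 further: negative B-score means less thallium flux so channel inhibition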
TRPC4 PAM – allosterically enhances the mouse TRPC4 cation channel | Q9QUQ5 | HEK293 TRPC4beta/mu-opioid, DAMGO EC20, Fluo-4 Ca2+ flux; hits give high values | B-score at 10 µM | 310,000 compounds, 0.42% hits;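 active means B-score of calcium response area above 5 SD of library B-scores, with initial fluorescence ratio within 5 SD of library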;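 further: B-score of integrated fluorescence ratio over time as area under calcium response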
HDAC3 inh – inhibitors of human histone deacetylase 3 | 320,000 compounds, 0.15% hits | inhibition, % at 8.3 µM | recombinant HDAC3, fluorogenic peptide/trypsin coupled, fluorescence | O15379; in the data active means inhibition above about 26%, passing the limit was not always enough
Target sequence (O15379 whole entry, looked up): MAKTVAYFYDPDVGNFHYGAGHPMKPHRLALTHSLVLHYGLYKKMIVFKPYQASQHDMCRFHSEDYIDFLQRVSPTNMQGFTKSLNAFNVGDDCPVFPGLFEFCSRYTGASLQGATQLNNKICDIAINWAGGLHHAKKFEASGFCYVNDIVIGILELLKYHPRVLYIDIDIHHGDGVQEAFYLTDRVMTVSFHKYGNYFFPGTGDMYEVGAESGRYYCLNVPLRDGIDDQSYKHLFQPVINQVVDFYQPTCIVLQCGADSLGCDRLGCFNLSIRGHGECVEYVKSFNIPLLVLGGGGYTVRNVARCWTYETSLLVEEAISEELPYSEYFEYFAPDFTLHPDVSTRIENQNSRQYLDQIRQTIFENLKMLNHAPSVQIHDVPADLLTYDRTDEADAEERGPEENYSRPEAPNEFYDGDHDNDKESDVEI
Numbers without * were called inactive; i = inactive; . = no result given; & = joins results of further samples. An excerpt; the hit share may differ from the screen's.

Values run as follows: KCNK9 block	hERG protect	KCNK3 inh	TRPC4 PAM	TRPC4 act	HDAC3 inh	ANO1 block	Dyrk1A ADPGlo	KCNQ1 pot	TMEM16A act	KCNQ1 inh
- COC(=O)[C@@H]1C[C@@]2(O)[C@H](O)[C@H](O)[C@H](O)C[C@H]2N1Cc1cc(OC)cc(OC)c1
 : i	-9.4	i	i	i	2.2	i	6.6	i	i	i
- OCCC1CN(Cc2cnc(N3CCCC3)s2)CCN1C1CCCC1 (configuration not stated)
 : i	-2.3	i	i	i	-0.4	i	1.8	i	i	i
- Cc1ccc(S(=O)(=O)CCC(=O)OCC(=O)NCc2ccccc2)cc1
 : i	-8.9	i	i	i	0.3	i	5.1	i	i	i
- Cc1ccccc1NC(=O)C1CC(=O)N(c2ccc3c4c(cccc24)CC3)C1 (configuration not stated)
 : i	-2.6	i	i	i	10.6	i	-1.7	i	i	i
- CCCCn1c(N)c(N(CCOC)C(=O)CCS(=O)(=O)c2ccc(Cl)cc2)c(=O)[nH]c1=O
 : i	-10.7	i	i	i	-4.7	i	3.9	i	i	i
- COc1ccc(C2NC(=S)NC3=C2N2CCC3CC2)cc1 (configuration not stated)
 : i	-5.3	i	i	i	8.1	i	.	i	i	i
- O=C(CNC(=O)C1CCCCC1)Nc1ccc(F)c(Cl)c1
 : i	-15.0	i	i	i	3.0	i	.	i	i	i
- FC(F)(F)c1cc(-c2cccs2)nc2ncnn12
 : i	-1.6	i	i	i	-87.7	i	-42.7	i	i	i
- Cc1ccc(C)c(N2CC(C(=O)Nc3cc(C)on3)CC2=O)c1 (configuration not stated)
 : i	-4.4	i	i	i	7.5	i	-4.7	i	i	i
- CSC(=Nc1cccc(C)c1)NC#N
 : i	-5.8	i	i	i	0.9	i	8.8	i	i	i
- CC/C(=N\N=C1\SC(C)C(=O)N1Cc1ccco1)c1ccccc1 (configuration not stated)
 : i	-12.3	i	i	i	-0.9	i	-0.6	i	i	i
- COc1ccc(OC)c(S(=O)(=O)N(C)CC(=O)N2CCN(c3ccccc3)CC2)c1
 : i	-9.9	i	i	i	-4.2	i	5.4	i	i	i
- NC(=O)CC1NC(=O)c2ccccc21 (configuration not stated)
 : i	-6.0	i	i	i	-10.4	i	9.9	i	i	i
- Cc1cc(NC(=O)CSc2nnc(-c3ccccc3)n2C)no1
 : i	-2.1	i	i	i	-0.6	i	-3.0	i	i	i
- NC1=NC(=Nc2ccc(S(=O)(=O)N3CCOCC3)cc2)c2ccccc21
 : i	-8.2	i	i	i	1.2	i	8.6	i	i	i
- COc1ccc(C2(c3ccc(OC)cc3)NC(=O)N(CC(=O)Nc3ccccc3C)C2=O)cc1
 : i	-4.6	i	i	i	-10.2	i	3.6	i	i	i
- CCOC(=O)c1c(C)oc2c(F)c(F)c(F)c(F)c2c1=O
 : i	-23.0	i	i	i	-2.4	i	4.1	i	i	7*
- CCOc1cc(/C=N/Nc2nn3cnnc3c3ccccc23)ccc1O
 : i	-14.1	i	i	i	.	i	6.2	i	i	i
- c1ccc(Sc2cnc3ccccc3n2)cc1
 : i	-5.4	i	i	i	3.0	i	2.5	i	i	i
- Cc1cc(Br)ccc1NC(=O)CN1CCN(c2ccccn2)CC1
 : i	-8.5	i	i	i	-5.2	i	3.5	i	i	i
- COCCN(C(=O)CSc1nnc(-c2cccs2)n1N)c1c(N)n(Cc2ccccc2)c(=O)[nH]c1=O
 : i	-13.5	i	i	i	-1.9	i	-6.3	i	i	i
- NNC(=O)CSCc1nc(-c2ccccc2)cs1
 : i	-2.5	i	i	i	-2.7	i	-7.7	i	i	i
- O=C(Nc1ccc2nc[nH]c2c1)c1ccco1
 : i	-10.4	i	i	i	6.7	i	-1.8	i	i	i
- COCCn1nnnc1CN1CCC(O)(c2cccc(C(F)(F)F)c2)CC1
 : i	-4.3	i	i	i	-1.6	i	-0.2	i	.	i
- CN1CCN(CCC(=O)Nc2ccc3c(c2)OCO3)CC1
 : i	-4.9	i	i	i	5.2	i	-6.6	i	i	i
- COc1cc2c(cc1OC)C(c1ccccc1)CC2=O (configuration not stated)
 : i	-14.4	i	i	i	-5.3	i	8.5	i	i	i
- Cc1ccc(N(CC(=O)NCc2ccccn2)S(=O)(=O)c2ccccc2)cc1Cl
 : i	-3.0	i	i	i	0.5	i	-4.9	i	i	i
- O=C(CCN1C(=O)c2ccccc2C1=O)NCc1ccncc1
 : i	-6.9	i	i	i	-0.3	i	-1.8	i	i	i
- Cc1ccc(C(=O)Nc2c(C)n(C)n(-c3ccccc3)c2=O)cc1S(=O)(=O)N1CCOCC1
 : i	-0.1	i	i	i	0.2	i	3.2	i	i	i
- Cc1cc([N+](=O)[O-])nn1Cc1noc(C(=O)NCCc2ccccn2)n1
 : i	-5.1	i	i	79*	-2.6	i	-1.7	i	i	i

Other compounds follow:
Values run as follows: KCNK9 block	hERG protect	KCNK3 inh	TRPC4 PAM	TRPC4 act	HDAC3 inh	ANO1 block	Dyrk1A ADPGlo	KCNQ1 pot	TMEM16A act	KCNQ1 inh
- COC(=O)c1c(NC(=O)c2ccccc2OC)sc(C(=O)N2CCOCC2)c1C
 : i	-7.5	i	i	i	-3.3	i	-2.9	i	i	i
- Cc1ccc(NC(=O)c2oc3ccccc3c2NC(=O)C2CC2)cc1
 : i	-7.7	i	i	i	0.6	i	-0.6	i	i	i
- C=C(C)C(=O)N1CC2(CC(c3cccc(NC(=O)COc4ccc(Cl)cc4)c3)=NO2)C[C@@H]1C(N)=O (some centres not stated)
 : i	-16.2	i	i	i	-6.4	i	2.2	i	i	i
- CCCN1C(=O)c2cc(C(=O)Nc3ccc(OC)c(OC)c3)ccc2C1Nc1ccc(OC)c(OC)c1 (configuration not stated)
 : i	-1.3	i	i	i	-14.2	i	4.5	i	i	i
- Cc1sc(NC(=O)Cn2c(=O)oc3ccccc32)nc1-c1ccc(Cl)cc1
 : i	-5.2	i	i	i	5.1	i	-3.0	i	i	i
- CC(C)c1ccc(NC(=O)c2ccc3c(c2)CCN3S(C)(=O)=O)cc1
 : i	-3.0	i	i	i	9.2	i	-0.6	i	i	i
- Cc1cc(NS(=O)(=O)c2ccc(NC(=O)COc3ccccc3[N+](=O)[O-])cc2)no1
 : i	-9.5	i	i	i	.	i	5.4	i	i	i
- CCn1c(NCCCO)nc2c(c1=O)C(C)(CC)Cc1ccccc1-2 (configuration not stated)
 : i	-10.3	i	i	i	-63.3	i	-2.8	i	i	i
- C/C(=N/NC(=O)CNC(=O)/C=C/c1ccco1)c1ccc(Cl)cc1
 : i	-1.8	i	i	i	-17.5	i	-8.9	i	i	i
- CCOc1ccc(NC(=O)CCN2CCN(S(=O)(=O)c3ccc(F)cc3)CC2)cc1
 : i	-5.5	i	i	i	5.5	i	-0.6	i	i	i
- CC1CN(C(=O)/C=C/c2ccccc2Cl)CC(C)O1 (configuration not stated)
 : i	-16.7	i	i	i	-2.2	i	-3.2	i	i	i
- CC(C)c1ccc(Oc2cccc(C(=O)/C(C#N)=C/N(C)C)c2)cc1
 : i	-17.4	i	i	i	9.6	i	-2.4	i	i	i
- CC(C)CC(=O)Nc1sc2c(c1C(=O)O)CCCCC2
 : i	-20.7	i	i	i	0.9	i	3.6	i	i	i
- COc1ccc(C)cc1NC(=O)CNc1ccc(C(C)=O)cc1
 : i	-13.3	i	i	i	0.6	i	-1.8	i	i	i
- CCCCn1c(N)c(NCc2ccccc2OC)c(=O)[nH]c1=O
 : i	-8.8	i	i	i	-1.2	i	-1.0	i	i	i
- Cc1nnc(NC(=O)NC(C)N2C(=O)C3C4C=CC(C4)C3C2=O)s1 (configuration not stated)
 : i	-3.1	i	i	i	-2.7	i	3.2&11.0	i	i	i
- COc1ccc(C(=O)c2ncc(C(F)(F)F)cc2Cl)cc1
 : i	-9.2	i	i	i	11.4	i	-0.1	i	i	i
- CCOC(=O)C1CCN(C(=O)Nc2ccccc2Cl)CC1
 : i	-5.7	i	i	i	-3.3	i	1.2	i	i	i
- O=C(Cn1c2ccccc2c2nc3n(c(=O)c21)CCS3)Nc1ccccc1C(F)(F)F
 : i	-9.0	i	i	i	-2.7	i	6.4	i	i	i
- N#CCCn1nc(-c2ccccc2)cc1Nc1ccccc1NC(=O)C(F)(F)F
 : i	-4.3	i	i	i	5.8	i	-0.8	i	i	i
- CCN(CC)c1ccc(S(=O)(=O)N2CCOCC2)cc1NC(=O)CNCc1ccccc1
 : i	-10.4	i	i	i	10.8	i	.	i	i	i
- CC(C)C(NS(=O)(=O)c1cccc2nsnc12)C(=O)N1CCCCC1 (configuration not stated)
 : i	-12.8	i	i	i	1.0	i	-11.3	i	i	i
- CCOc1ccccc1NC(=O)CSc1nnc(-c2ccco2)n1Cc1ccco1
 : i	-3.7	i	i	i	-5.1	i	0.0	i	i	i
- CCC1Nc2ncnc(N3CCN(c4ccccn4)CC3)c2N(Cc2ccc(Cl)cc2)C1=O (configuration not stated)
 : i	-16.1	i	i	i	-5.0	i	5.1	i	i	i
- COc1ccc(N2CCN(C(CNC(=O)C(=O)NCCc3c[nH]c4ccccc34)c3ccco3)CC2)cc1 (configuration not stated)
 : i	-5.8	i	i	i	-5.0	i	-4.8	i	i	i
- CS(=O)(=O)N1CCC(C(=O)Nc2ccc3c(c2)OCO3)CC1
 : i	-6.5	i	i	i	-3.1	i	-1.4	i	i	i
- COc1ccc(NC(=O)CC2(Cc3ccccc3)CCOC(C)(C)C2)cc1 (configuration not stated)
 : i	-4.6	i	i	i	5.8	i	-4.3	i	i	i
- CCOC(=O)C1=C(C)NC(=O)NC1/C=C\c1ccccc1 (configuration not stated)
 : i	-5.4	i	i	i	-2.7	i	1.8	i	i	i
- Cc1cnc(C(=O)OC(C)C(=O)Nc2ccc(Cl)cn2)cn1 (configuration not stated)
 : i	-12.1	i	i	i	1.0	i	9.6	i	i	i
- CCn1cc([N+](=O)[O-])c(C(=O)N2N=C(c3ccc(O)c(OC)c3)CC2c2ccccc2O)n1 (configuration not stated)
 : i	-14.5	i	i	i	16.1	i	2.9	i	i	i
- Cc1cccc(NC(=S)NNC(=O)CCn2nc(C)c([N+](=O)[O-])c2C)c1
 : i	-19.9	i	i	i	1.8	i	3.3	i	i	i
- O=C(CCCSc1nc2ccccc2s1)Nc1nccs1
 : i	-16.4	i	i	i	9.7	i	23.2	i	i	i
- CC(C)(C)c1ccc(N2C(=O)CC(c3ccccc3)C2=O)cc1 (configuration not stated)
 : i	-6.3	i	i	i	6.2	i	-3.5	i	i	i
